Screening data deposited in PubChem by Dana-Farber Cancer Institute and Novartis Institutes for BioMedical Research (Cambridge, Mass).
UCHL1 block: inhibitors of human UCHL1 deubiquitinase; Ubiquitin carboxyl-terminal hydrolase isozyme L1 (Homo sapiens), P09936; purified UCHL1, Ub-rhodamine cleavage fluorescence; inhibition, % at 20 µM; 47,000 tested, 0.2% active; AID 1645859, 2021
Target sequence (P09936 whole entry, looked up): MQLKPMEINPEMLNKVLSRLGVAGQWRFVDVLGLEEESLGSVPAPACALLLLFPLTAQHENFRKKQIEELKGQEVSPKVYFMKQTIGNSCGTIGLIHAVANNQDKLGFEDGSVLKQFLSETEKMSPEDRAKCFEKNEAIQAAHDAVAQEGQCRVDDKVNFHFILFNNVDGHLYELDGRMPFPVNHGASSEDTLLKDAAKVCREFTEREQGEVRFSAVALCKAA
USP8 block: inhibitors of human USP8 deubiquitinase; Ubiquitin carboxyl-terminal hydrolase 8 (Homo sapiens), P40818; purified USP8, Ub-rhodamine cleavage fluorescence, 30 min; inhibition, % at 20 µM; 47,000 tested, 4.2% active
USP10 block: inhibitors of human USP10 deubiquitinase | purified USP10, Ub-rhodamine fluorescence, 60 min | inhibition, % at 20 µM | 47,000 tested, 1.1% active
Target sequence (Q14694 whole entry, looked up): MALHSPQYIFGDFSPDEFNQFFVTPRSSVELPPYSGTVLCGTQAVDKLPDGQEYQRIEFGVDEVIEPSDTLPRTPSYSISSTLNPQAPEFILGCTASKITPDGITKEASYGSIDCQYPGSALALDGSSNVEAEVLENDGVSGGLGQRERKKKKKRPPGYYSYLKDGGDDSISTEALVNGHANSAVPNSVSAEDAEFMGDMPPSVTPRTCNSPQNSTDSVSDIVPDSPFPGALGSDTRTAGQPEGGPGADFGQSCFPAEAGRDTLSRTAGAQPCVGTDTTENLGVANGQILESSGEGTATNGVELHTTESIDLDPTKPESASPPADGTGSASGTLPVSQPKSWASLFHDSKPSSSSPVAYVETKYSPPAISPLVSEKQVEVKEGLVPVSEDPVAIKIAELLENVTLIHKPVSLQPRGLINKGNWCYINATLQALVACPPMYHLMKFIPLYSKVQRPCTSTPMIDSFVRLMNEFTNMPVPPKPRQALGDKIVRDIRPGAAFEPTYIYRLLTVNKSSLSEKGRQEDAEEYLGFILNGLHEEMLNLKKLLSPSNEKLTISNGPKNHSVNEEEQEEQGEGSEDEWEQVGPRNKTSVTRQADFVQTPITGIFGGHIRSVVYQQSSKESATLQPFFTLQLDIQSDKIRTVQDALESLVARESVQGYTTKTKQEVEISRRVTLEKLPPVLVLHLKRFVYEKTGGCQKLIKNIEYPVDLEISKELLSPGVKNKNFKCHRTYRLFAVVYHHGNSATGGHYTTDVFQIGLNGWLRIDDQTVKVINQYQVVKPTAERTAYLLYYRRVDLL
USP30 inh: inhibitors of human USP30 deubiquitinase; 47,000 tested, 5.3% active; purified USP30, Ub-rhodamine cleavage fluorescence; inhibition, % at 25 µM; Ubiquitin carboxyl-terminal hydrolase 30 (Homo sapiens), Q70CQ3
USP17 block: inhibitors of human USP17 deubiquitinase | inhibition, % at 50 µM | Ubiquitin carboxyl-terminal hydrolase 17-like protein 5 (Homo sapiens), A8MUK1 | AID 1645855, 2021 | 47,000 tested, 6.5% active | purified USP17, Ub-rhodamine cleavage fluorescence, 3 h
OTUD3 inh: inhibitors of human OTUD3 deubiquitinase; 47,000 tested, 0.7% active; inhibition, % at 25 µM; AID 1645858, 2021; OTU domain-containing protein 3 (Homo sapiens), Q5T2D3; purified OTUD3, Ub-rhodamine fluorescence, 2 h
USP7 inh: inhibitors of human USP7 deubiquitinase | AID 1645854, 2021 | inhibition, % at 20 µM | purified USP7, Ub-rhodamine cleavage fluorescence | 47,000 tested, 0.3% active
USP28 block: inhibitors of human USP28 deubiquitinase. Ubiquitin carboxyl-terminal hydrolase 28 (Homo sapiens), Q96RU2. purified USP28, Ub-rhodamine cleavage fluorescence, 30 min. inhibition, % at 25 µM. 47,000 tested, 3% active. AID 1645857, 2021
* = called active by the depositor; · = not tested or not shown. Cut-off read from the data, not from the text of the source: active = inhibition above about 30%; inactive = the rest.

1: Cc1cc(C)cc(C(=O)NCCn2ncc3c(N4CCCCC4)ncnc32)c1
2: O=C(N[C@@H]1C[C@@H](Oc2cccc(F)c2)[C@H](O)[C@H]1N1CCCCC1)c1ncc[nH]1
3: COCC(C)n1c(=O)sc2ccccc2c1=O (stereo not given)
4: C[C@@H](O)CNC(=O)c1ccc2nc(-n3cccc3)sc2c1
5: Cc1oc2ncn3nc(C(C)Oc4cccc5ccccc45)nc3c2c1C (stereo not given)
screen / no.	1	2	3	4	5
USP10 block	0.2	0.1	0.9	-4.8	-10.6
USP8 block	-12.1	-11.6	0.7	-15.0	77.7*
USP17 block	-15.2	·	3.8	-27.2	32.5*
USP28 block	-15.4	-6.8	8.8	-20.7	-9.2
USP30 inh	-5.9	-16.8	25.0	-138.1	-143.7
USP7 inh	-7.8	-2.4	2.8	-10.4	-12.9
OTUD3 inh	-5.4	-11.4	6.2	-24.4	-12.8
UCHL1 block	-1.3	-0.1	1.3	-8.7	-5.1

6: Cc1cccc(-n2c(CN3CCN(C(=O)NC(C)C)CC3)nc3cccnc32)c1
7: CSCCC(NC(=O)c1ccc(C)nc1)c1nc2ccccc2[nH]1 (stereo not given)
8: COc1ccccc1OCC(=O)Nc1cc(C(F)(F)F)ccc1N1CCOCC1
9: Cc1cc(C)cc(C(=O)NCCn2ncc3c(N4CCCC4)ncnc32)c1
10: CN(C)c1ccc(NC(=O)CC(NCc2ccco2)C(=O)O)cc1 (stereo not given)
screen / no.	6	7	8	9	10
USP10 block	-6.3	-0.3	5.7	0.9	-0.9
USP8 block	-13.5	6.7	-16.0	-3.2	6.5
USP17 block	-22.1	5.3	-6.0	-0.1	0.0
USP28 block	-20.2	0.8	-1.5	-6.0	-1.7
USP30 inh	-114.9	3.1	7.1	15.7	-9.0
USP7 inh	-6.0	5.5	2.4	-0.6	3.5
OTUD3 inh	-12.6	4.3	2.1	0.2	-4.6
UCHL1 block	-8.4	3.0	3.3	0.1	-1.9

Rewritten with values under each structure: 5 of the compounds above.
Order of results: USP10 block	USP8 block	USP17 block	USP28 block	USP30 inh	USP7 inh	OTUD3 inh	UCHL1 block
9	Cc1cc(C)cc(C(=O)NCCn2ncc3c(N4CCCC4)ncnc32)c1
    0.9	-3.2	-0.1	-6.0	15.7	-0.6	0.2	0.1
7	CSCCC(NC(=O)c1ccc(C)nc1)c1nc2ccccc2[nH]1 (stereo not given)
    -0.3	6.7	5.3	0.8	3.1	5.5	4.3	3.0
10	CN(C)c1ccc(NC(=O)CC(NCc2ccco2)C(=O)O)cc1 (stereo not given)
    -0.9	6.5	0.0	-1.7	-9.0	3.5	-4.6	-1.9
8	COc1ccccc1OCC(=O)Nc1cc(C(F)(F)F)ccc1N1CCOCC1
    5.7	-16.0	-6.0	-1.5	7.1	2.4	2.1	3.3
6	Cc1cccc(-n2c(CN3CCN(C(=O)NC(C)C)CC3)nc3cccnc32)c1
    -6.3	-13.5	-22.1	-20.2	-114.9	-6.0	-12.6	-8.4

(more compounds)
11: CN(c1ccccc1)C1COC2(CCN(C(=O)CN3CCCCC3)CC2)C1 (stereo not given)
12: CC1CCCN(C(=O)c2cc(S(=O)(=O)N3CCCCC3)ccc2Cl)C1 (stereo not given)
13: COc1ccccc1NS(=O)(=O)c1ccc(NC(=O)c2cc3c(C)nn(-c4ccccc4)c3s2)cc1
14: CC1(c2ccccc2)NC(=O)N(Cc2ncc(-c3ccc(Cl)cc3)o2)C1=O (stereo not given)
15: c1ccc(-c2nc(N3CCN(Cc4ccc5c(c4)OCO5)CC3)c3cc(-c4ccccc4)sc3n2)cc1
screen / no.	11	12	13	14	15
USP10 block	-0.4	1.4	0.1	7.6	2.3
USP8 block	16.6	-14.0	-3.2	3.4	4.2
USP17 block	13.3	-1.7	27.3	3.7	2.8
USP28 block	8.6	-8.2	3.8	5.0	-0.1
USP30 inh	15.2	8.5	19.3	0.4	-7.7
USP7 inh	2.1	-6.1	3.3	-67.7	·
OTUD3 inh	14.3	-8.8	20.4	1.8	-1.9
UCHL1 block	0.6	-4.5	-0.5	8.2	1.0

16: Cc1ccc(S(=O)(=O)N2CCOCC2)cc1NC(=O)COC(=O)c1ccc2c(c1)OCO2
17: CCCN1C(=O)c2cc(S(=O)(=O)NC(C)C)ccc2Oc2cccnc21
18: Cc1ccc(Cn2nnc3c(=O)[nH]c(C4CCN(C(=O)c5ccccc5)CC4)nc32)cc1
19: CC1(C)Oc2ccc(C(=O)c3ccco3)cc2NC1=O
20: COc1ccc(-c2cn(-c3ccccc3)nc2C(=O)NCc2ccncc2)cc1OC
screen / no.	16	17	18	19	20
USP10 block	-1.5	0.1	9.9	2.8	-0.3
USP8 block	-13.5	-2.0	14.2	-5.4	-2.3
USP17 block	0.6	-16.4	9.8	0.1	-5.7
USP28 block	3.3	·	8.9	-0.4	-9.4
USP30 inh	7.2	·	43.4*	6.7	-7.5
USP7 inh	5.0	-4.2	-15.5	-0.1	-2.3
OTUD3 inh	4.6	-3.2	9.1	-1.4	-8.0
UCHL1 block	0.1	-4.0	2.3	2.2	-3.4

21: O=c1c2[nH]c3ccccc3c2ncn1CCN1CCOCC1
22: NS(=O)(=O)c1ccc(CNC(=O)c2cn3cc(Cl)ccc3n2)cc1
23: COc1cccc(-c2cncc(C3CCCNC3)n2)c1 (stereo not given)
24: CCn1c(SCC(=O)N2CCc3ccccc32)nnc1C1CC1
25: Cc1cc(C)cc(NC(=O)CNC(c2ccccc2)c2ccccc2)c1
screen / no.	21	22	23	24	25
USP10 block	3.8	0.4	-1.0	1.1	4.5
USP8 block	0.7	19.3	-2.9	0.2	19.2
USP17 block	7.7	11.8	0.3	-9.5	16.0
USP28 block	-82.8	8.5	1.2	·	18.6
USP30 inh	18.5	11.3	3.5	·	8.3
USP7 inh	5.7	-2.7	1.1	-2.9	11.4
OTUD3 inh	8.9	8.8	5.7	-0.1	14.9
UCHL1 block	3.5	0.9	1.4	-2.1	6.9

26: Cc1ccc2oc(SCC(=O)Nc3ccccc3)nc2n1
27: Cc1c(-c2nnc(-c3ccccn3)o2)nnn1-c1ccccc1Cl
28: CS(=O)(=O)N1CCc2nc(-c3ccccn3)nc(N3CCOCC3)c2C1
29: FC(F)(F)c1cccc(Sc2cnc3ccccc3n2)c1
30: CCN1CCN(C(=O)c2nnc(-c3ccc(S(=O)(=O)N4CCOCC4)cc3)o2)CC1
screen / no.	26	27	28	29	30
USP10 block	-1.1	1.6	-0.4	4.8	-0.1
USP8 block	-3.5	3.7	-178.6	0.0	9.0
USP17 block	2.6	-8.5	-21.7	-9.7	6.3
USP28 block	-3.6	11.9	-3.8	-0.2	-0.8
USP30 inh	3.4	-9.3	-7.9	-18.3	7.1
USP7 inh	-2.4	-7.7	1.1	-14.2	2.1
OTUD3 inh	-6.6	-4.7	-0.3	-1.6	4.0
UCHL1 block	-1.1	-0.8	0.0	1.6	2.4

31: O=C(NCc1ccccc1F)C1=NOC2(CCNC2)C1 (stereo not given)
32: COc1ccccc1CNC(=O)CS(=O)(=O)Cc1nc(-c2ccccc2F)oc1C
33: CCc1nc(SCC(=O)c2cc3ccccc3o2)c2oc3ccccc3c2n1
34: COc1ccccc1C(=O)N1C[C@H]2NC(=O)c3ccccc3C(=O)[C@@]2(C)C1
35: Cn1cc(-c2nc(C(=O)Nc3cccc(F)c3)cs2)c2cccnc21
screen / no.	31	32	33	34	35
USP10 block	4.5	3.9	-1.7	-7.1	2.0
USP8 block	-143.3	26.8	-14.8	0.5	1.3
USP17 block	-35.9	57.9*	-75.0	4.7	12.9
USP28 block	-11.7	15.1	-66.2	-3.7	7.8
USP30 inh	-14.7	15.8	-272.0	12.5	16.6
USP7 inh	0.1	2.6	6.6	0.9	2.5
OTUD3 inh	-4.3	-22.5	-42.1	2.2	-15.0
UCHL1 block	-1.0	3.9	4.9	-0.5	0.2

36: CC(=O)Nc1ccc(S(=O)(=O)N2CC=C(c3cn(C(C)C)c4ncccc34)CC2)cc1
37: COc1ccc(S(=O)(=O)c2cnc3ccccc3c2N2CCCC2)cc1
38: Cc1cc(C)cc(NC(=O)C2C3C=CC4(O3)C2C(=O)N(C2CC2)C4C(=O)NC2CCCCC2)c1 (stereo not given)
39: COc1ccc2cc3n(c2c1)CC(C)(C(=O)NC1CCCC1)N(Cc1ccc(C)cc1)C3=O (stereo not given)
40: Cc1cccc(CN2C(=O)c3ccccc3Sc3ccc(C(=O)N4CCC5(CC4)OCCO5)cc32)c1
screen / no.	36	37	38	39	40
USP10 block	-2.2	0.5	-6.1	2.9	-1.3
USP8 block	-0.9	1.8	-5.2	11.4	10.6
USP17 block	-1.2	-4.0	2.9	1.3	6.9
USP28 block	-0.1	10.6	-8.8	2.3	9.0
USP30 inh	-24.8	9.8	-39.4	9.0	0.0
USP7 inh	1.5	6.3	-11.7	9.3	2.7
OTUD3 inh	-0.8	7.3	-13.4	4.5	3.0
UCHL1 block	2.2	3.2	-4.6	5.3	1.4

41: O=C(NC1CCCCC1)C1CN(C(=O)c2cccc(F)c2)CC12CCOCC2 (stereo not given)
42: Cn1c(N2CCCC(C(=O)NCc3ccc(Cl)cc3)C2)cc(=O)n(C)c1=O (stereo not given)
43: O=C(Nc1nc2c(s1)CN(C(=O)c1cnn(-c3ccccc3)n1)CC2)C1CCCO1 (stereo not given)
44: c1ccc(CSc2nc3ccccc3n3cnnc23)cc1
45: Nc1nccc(-c2ccc3c(c2)CCC3)n1
screen / no.	41	42	43	44	45
USP10 block	-1.5	-1.1	-3.1	-1.6	-0.7
USP8 block	0.2	-4.1	-186.7	-0.2	-3.2
USP17 block	1.0	-7.7	1.0	5.0	-5.0
USP28 block	-5.3	-93.7	7.5	-16.9	-8.1
USP30 inh	-4.8	-2.5	-10.6	-27.4	-16.3
USP7 inh	2.2	-9.1	6.1	-19.6	-9.0
OTUD3 inh	-3.1	-2.7	3.0	-9.1	-13.0
UCHL1 block	-0.9	-5.1	3.0	-0.1	-3.5

Single records, from the list above. Order of screens: USP10 block, USP8 block, USP17 block, USP28 block, USP30 inh, USP7 inh, OTUD3 inh, UCHL1 block
Record of CN(C)c1ccc(NC(=O)CC(NCc2ccco2)C(=O)O)cc1 (stereo not given) = -0.9, 6.5, 0.0, -1.7, -9.0, 3.5, -4.6, -1.9
Record of COc1ccc2cc3n(c2c1)CC(C)(C(=O)NC1CCCC1)N(Cc1ccc(C)cc1)C3=O (stereo not given) = 2.9, 11.4, 1.3, 2.3, 9.0, 9.3, 4.5, 5.3
Record of CC1(c2ccccc2)NC(=O)N(Cc2ncc(-c3ccc(Cl)cc3)o2)C1=O (stereo not given) = 7.6, 3.4, 3.7, 5.0, 0.4, -67.7, 1.8, 8.2
Record of CCCN1C(=O)c2cc(S(=O)(=O)NC(C)C)ccc2Oc2cccnc21 = 0.1, -2.0, -16.4, ·, ·, -4.2, -3.2, -4.0

(listing goes on)
46: COc1ccccc1NC(=O)c1noc(C)c1C
47: CN1CCN(c2nc3c(c(=O)[nH]2)CCN(Cc2cccnc2)CC3)CC1
48: Cc1cccc(-c2cc(CC3(C(=O)O)CCN(C(=O)C4CC4)CC3)on2)c1
49: O=S(=O)(NCc1ccc(F)cc1)c1ccc(-c2cc(C(F)(F)F)on2)s1
50: O=C(Cc1ccc(-n2c(=O)c3ccccc3n(CC(=O)Nc3ccc(Cl)cc3Cl)c2=O)cc1)NCc1ccco1
51: Cc1[nH]c2ccccc2c1SCCNC(=O)c1c(F)cccc1F
52: CSc1nnc(NC(=O)Cc2coc3ccc(C)cc23)s1
53: COc1ccc2[nH]c3c(c2c1)CCN1C(=O)CN(CCc2ccc(OC)c(OC)c2)C(=O)[C@]31C
screen / no.	46	47	48	49	50	51	52	53
USP10 block	-0.3	2.3	1.3	5.4	45.8*	0.8	2.4	-3.3
USP8 block	3.7	10.0	3.5	12.9	55.7*	-7.3	8.1	-0.3
USP17 block	1.7	·	3.9	18.5	21.0	-11.5	0.4	-14.3
USP28 block	-6.2	8.6	-1.6	4.0	10.4	-0.7	-0.3	-15.7
USP30 inh	-4.5	6.5	-1.4	14.7	16.4	-9.8	-10.8	-25.6
USP7 inh	-1.3	2.8	1.9	13.4	13.9	-3.6	6.6	-0.1
OTUD3 inh	-2.0	7.3	-3.2	5.2	2.8	-8.8	0.3	-12.1
UCHL1 block	0.0	5.9	-2.2	1.9	1.7	4.1	-0.8	-1.8

Compounds as they come; 13% or so of the library scored in one or more.
